# Screening data from PubChem BioAssay.
# CHO parental Ca: counter-screen: ATP calcium response change in parental CHO cells; parental CHO-K1, ATP-induced calcium, Fluo-8 fluorescence; inhibition, % at 5.6 µM; 330,000 tested, 0.63% active;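 active means inhibition above that plate's mean sample inhibition plus 3 SD, cut at about 26% in these data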;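 further: 0% = ATP-challenged DMSO wells and 100% = DMSO wells without ATP; some compounds past the cut are filed as inactive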
#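 Assay system – parental CHO cells · Reagent – ATP stimulus · Detection – intracellular calcium via Fluo-8 no-wash fluorescent dye · Evaluation – percent inhibition of ATP-evoked calcium rise, normalized to controls · Controls – ATP wells versus no-ATP DMSO wells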
# M1 PAM: human CHRM1 positive allosteric modulation | CHO-K1 hM1, Fluo-8 calcium fluorescence, ACh EC20; 0% = ACh EC20, 100% = maximal ACh | AID 588819 | 360,000 tested, 0.088% active | activation, % at 3 µM; in the data active means activation above about 19%, passing the limit was not always enough
# Target sequence (P11229 whole entry, looked up): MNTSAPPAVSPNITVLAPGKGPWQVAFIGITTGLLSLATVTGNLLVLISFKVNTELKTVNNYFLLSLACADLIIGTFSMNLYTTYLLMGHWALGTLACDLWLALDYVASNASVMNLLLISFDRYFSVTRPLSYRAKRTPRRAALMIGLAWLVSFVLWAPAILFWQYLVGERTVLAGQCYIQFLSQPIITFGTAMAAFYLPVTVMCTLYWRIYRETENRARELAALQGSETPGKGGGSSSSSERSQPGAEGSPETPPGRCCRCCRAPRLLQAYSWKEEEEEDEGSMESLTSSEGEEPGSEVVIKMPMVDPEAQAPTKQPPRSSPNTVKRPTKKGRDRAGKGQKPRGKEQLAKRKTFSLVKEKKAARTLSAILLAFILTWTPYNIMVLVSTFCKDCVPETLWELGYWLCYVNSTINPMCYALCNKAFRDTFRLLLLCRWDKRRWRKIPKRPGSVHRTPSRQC
# CHO-K1 Ca antag: M1 antagonist counterscreen hit in parental CHO-K1 cells | ATP-induced calcium, Fluo-8 fluorescence | inhibition, % at 3 µM | 360,000 tested, 0.6% active;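 active means inhibition above a per-plate cutoff, the plate's mean sample inhibition plus 3 SD, cut at about 24% in these data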;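 further: 0% = DMSO plus EC80 ATP and 100% = DMSO alone without ATP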
# CHO-K1 Ca ag: nonselective activator or artifact in parental CHO-K1 cells; activation, % at 3 µM; AID 602248; 360,000 tested, 0.48% active; Fluo-8 calcium fluorescence; scaled to maximal ATP response, vehicle zero; in the data active means activation above about 15%;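 further: untransfected CHO-K1 host cells lacking M1 receptor as counterscreen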
# CHRM1 agonist: agonists of human M1 muscarinic receptor | 360,000 tested, 0.33% active | CHO-K1 hM1, Fluo-8 calcium fluorescence, agonist mode; 0% DMSO, 100% acetylcholine EC100 | P11229 | activation, % at 3 µM | AID 588814;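 active means activation above the run's mean compound activation plus 3 SD, cut at about 16% in these data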;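 further: peak over basal fluorescence ratio within a 140 s kinetic read after compound addition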
# CHRM4 antagonist: blocks acetylcholine activation of human M4 receptor | inhibition, % at 3 µM | AID 624125 | P08173 | 360,000 tested, 0.73% active | CHO-hM4 cells, ACh EC80, Fluo-8 calcium fluorescence;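 active means inhibition above its plate's cutoff, the mean inhibition of sample wells plus 3 SD, cut at about 27% in these data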;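 further: 0% = acetylcholine EC80 with DMSO and 100% = DMSO without agonist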
# CHRM4 agonist: agonists of human muscarinic M4 receptor (CHRM4); CHO-K1 hM4/Gqi5, Fluo-8 calcium fluorescence; vehicle 0%, full acetylcholine response 100%; 360,000 tested, 0.14% active; activation, % at 3 µM;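 active means activation above the run mean over all test wells plus 3 SD, cut at about 32% in these data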;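 further: peak over basal fluorescence ratio per well then scaled between controls; 0% = DMSO wells and 100% = acetylcholine at EC100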
# OXTR potentiator: potentiators of human oxytocin receptor | 320,000 tested, 0.061% active | P30559 | CHO-OTR cells, Fluo-8 calcium fluorescence, potentiator mode; 0% = oxytocin EC15, 100% = EC100 | activation, % at 3 µM | AID 2445;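 active means activation above that plate's cutoff, the mean activation of tested compounds plus 3 SD, cut at about 6.6% in these data, passing the limit was not always enough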;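 further: 100% uses oxytocin at 75 nM as the full agonist control; some results filed as inactive read as strong as hits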
# Target sequence (P30559 whole entry, looked up): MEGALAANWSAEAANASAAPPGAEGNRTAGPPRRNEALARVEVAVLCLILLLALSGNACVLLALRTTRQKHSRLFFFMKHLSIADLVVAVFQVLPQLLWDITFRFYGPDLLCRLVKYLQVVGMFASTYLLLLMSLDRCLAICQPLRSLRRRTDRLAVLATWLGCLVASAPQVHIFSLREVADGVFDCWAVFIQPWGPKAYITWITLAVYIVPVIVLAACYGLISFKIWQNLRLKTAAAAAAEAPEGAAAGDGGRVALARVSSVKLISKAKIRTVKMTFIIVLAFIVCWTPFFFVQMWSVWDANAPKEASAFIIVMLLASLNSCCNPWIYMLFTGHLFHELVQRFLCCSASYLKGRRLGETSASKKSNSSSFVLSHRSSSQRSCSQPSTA
#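 Measured by – Fluo-8 calcium dye fluorescence · Test system – human OTR in CHO cells · Dosing – one concentration, 3.0 µM compound · Controls – EC15 oxytocin alone as 0%, 75 nM oxytocin as 100% · Evaluation – normalized max/min fluorescence ratio, % activation · Timing – 6 min pre-incubation, 100 s read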
# CHRM1 antagonist: antagonists of human M1 muscarinic receptor; P11229; CHO-K1 hM1, Fluo-8 calcium fluorescence, ACh EC80 antagonist; inhibition, % at 3 µM; 360,000 tested, 1.3% active; AID 588852;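 active means percent inhibition above its own plate's cutoff, namely the mean of that plate's compound wells plus 3 SD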;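 further: peak over basal fluorescence ratio during 140 s after agonist addition; 0% = ACh EC80 plus DMSO and 100% = DMSO alone without agonist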
# * hit, by the source's call; nt = not tested or not shown; & = joins results of further samples.
SMILES,CHO parental Ca,M1 PAM,CHO-K1 Ca antag,CHO-K1 Ca ag,CHRM1 agonist,CHRM4 antagonist,CHRM4 agonist,OXTR potentiator,CHRM1 antagonist
CCCC(O)(CCC)C(=O)NN1CCCCC1,-19,0,-9,0.8,-4,4,1,-4,4
O=S(=O)(/N=C(\[O-])C[n+]1ccccc1)c1ccc(Cl)cc1,13,9,-5,0.5,-2,10,1,-3,-16
Cc1nc2ncccn2c1-c1csc(Nc2ccc(O)cc2)n1,nt,-2,-1,2.0,-5,-4,2,nt,-6
CCOc1ccc(NC(=O)CN2C(=O)C3CC=CCC3C2=O)cc1 (stereo not given),-7,8,-5,-0.2,-2,-10,1,-2,-2
CCOc1ccc(C(O)Cn2c(=N)n(CCN3CCCCC3)c3ccccc32)cc1 (stereo not given),-25,-25,2,-0.1,-11,-3,1,1,16
COc1cccc(OCc2nnc(SCC(=O)OC3CCCCC3)n2C)c1,-17,7,-10,0.7,-4,4,2,1,-12
C(#Cc1ccc2c(c1)COc1c3ccccc3nn1-2)c1ccccc1,-16,-1,-9,-0.1,-5,-12,0,0,5
COc1ccc2oc(=O)c(C(=O)NCC3CCCO3)cc2c1 (stereo not given),-10,2,4,7.4,0,10,1,-4,-8
Cc1cc(C)c(NC(=O)CSc2nc3ncc(Cl)cc3[nH]2)c(C)c1,-8,6,-8,0.4,0,-4,1,-3,-11
COc1ccccc1N(CC(O)CN1C(=O)NC(C)(C)C1=O)S(=O)(=O)c1ccc(C)cc1 (stereo not given),-16,7,-6,0.1,-5,2,1,-10,-10
CCOC(=O)C(NC(=O)c1ccc(F)cc1)(Nc1sc2c(c1C(N)=O)CCC2)C(F)(F)F (stereo not given),0,4,0,0.3,-6,-3,1,-7,1
Cc1ccc(S(=O)(=O)c2nc(-c3ccco3)oc2N2CCC(C)CC2)cc1,1,3,1,0.3,1,6,0,-12,7
COc1ccc(NC(=S)N(CCc2c(C)[nH]c3ccc(C)cc23)Cc2cccnc2)cc1,-13,3,-7,0.9,-7,-18,2,-4,-4
CC(=O)C(C(C)=O)C(NC(=O)c1cccnc1)(C(F)(F)F)C(F)(F)F,-6,-1,1,-0.1,-1,-13,0,-5,4
CC1=CC(=O)C=C/C1=C(/c1ccc(O)cc1C)c1ccccc1S(=O)(=O)O,-1,3,0,0.5,-2,11,1,-2,-9
O=C(Nc1nc2ccc(F)cc2s1)C1CC(=O)N(c2ccc3c(c2)OCCO3)C1 (stereo not given),-12,-2,-14,4.9,-2,5,6,-6,2
COc1ccc(-n2nc(C(=O)N3CCN(c4ccc(F)cc4)CC3)c3ccccc3c2=O)c(OC)c1,nt,-10,4,4.7,-4,0,6,nt,1
O=C(Cc1coc2cc3c(cc12)CCC3)OCC(=O)N1CCCC1=O,-8,-4,-8,4.2,-6,-7,2,-7,7
O=C(CSc1nnc(-c2cccnc2)n1Cc1ccco1)c1ccc(Br)cc1,-20,3,13,1.4,-6,8,2,-3,-4
COC(=O)C[C@@H]1C[C@@H]2c3cc(NC(=O)Cc4ccncc4)ccc3O[C@@H]2[C@@H](CO)O1,nt,8,0,-0.1,-2,-10,1,nt,-2
CCN(CC)CCNC(=O)Cc1nn(CC)c(=O)c2ccccc12,-9,-9,1,0.4,-9,24,2,3,6
COc1cccc(OC)c1C(=O)NCCc1ccccc1,1,13,-16,0.1,-1,-3,0,-19,-11
COc1cccc(/C=N/NC(=O)C(=O)N/N=C/c2cccc(OC)c2O)c1O,nt,7,-14,1.4,-5,5,12,nt,-10
CCN(CC)S(=O)(=O)c1ccc(C(=O)NCC2(N3CCOCC3)CCCCC2)cc1,-16,1,-14,0.7,-8,2,3,-5,0
O=C(NNS(=O)(=O)c1ccc(F)cc1F)c1csc(-c2cccnc2)n1,-14,0,-11,1.4,-1,-3,4,-2,6
# (further entries)
SMILES,CHO parental Ca,M1 PAM,CHO-K1 Ca antag,CHO-K1 Ca ag,CHRM1 agonist,CHRM4 antagonist,CHRM4 agonist,OXTR potentiator,CHRM1 antagonist
Cn1nnnc1SCc1nc2ccccc2[nH]1,1,0,-4,0.4,-1,1,1,-7,-8
Cc1ccc2c(CC(=O)NC3CCS(=O)(=O)C3)coc2c1C (stereo not given),-7,6,-12,0.4,-3,13,2,-4,-1
O=C(NCc1ccccc1)NC1(C(=O)N2CCN(c3ccccc3)CC2)CCCCC1,-11,9,-6,0.3,-2,10,1,-15,-11
O=C(NCc1cccc(C(F)(F)F)c1)c1ccc2c(c1)OCO2,nt,9,3,0.8,-3,-9,1,nt,-12
CCCCn1c(=O)c2c(O)cc(=O)oc2c2ccccc21,-8,11,-5,-0.1,-5,12,-1,0,-6
CCc1cccc(NS(=O)(=O)c2ccc3c(c2)CCC(=O)N3)c1,-2,1,5,0.7,-3,-2,3,-11,-4
COCCNC(=S)N/N=C(\C)c1ccccc1F,-11,3,-7,0.8,-4,7,0,-2,1
Cc1ccc2oc(=O)n(CC(=O)OC(C)C)c2c1,-8,14,-8,0.2,-3,17,-1,0,-20
O=C(Nc1nc2ccccc2s1)c1ccc(N2CCCCC2)c([N+](=O)[O-])c1,-26,1,1,0.4,-7,-3,1,-4,-4
Cc1cc2cc(CNC(=O)C3CC3)ccc2n1C,-2,-1,7,0.3,-6,-3,0,-2,-3
CCN(CC)S(=O)(=O)c1cccc(NC2=NCC(C)S2)c1 (stereo not given),-13,-3,-14,1.4,-6,-8,3,-21,11
CC(C)C(OC(=O)c1cccs1)C(=O)NCc1cccs1 (stereo not given),-16,6,-22,0.8,7,-1,1,-14,-4
COc1cc2c(cc1OC)C(c1ccc(O)cc1)NCC2 (stereo not given),-3,9,21,-0.6,-5,-13,0,-2,-16
CCCCNC(=O)C1(C)CCCCN1C(=O)c1cc(C)n(C(C)(C)C)n1 (stereo not given),nt,7,-1,0.6,-2,-7,0,nt,-9
COC(=O)COc1ccc(S(=O)(=O)N2CCN(c3ccccc3F)CC2)cc1C,-2,3,-21,1.1,-2,-10,2,-6,3
O=C(NCCCCc1ccccc1)c1cccc(NC(=O)C2CCC2)c1,nt,4,-11,6.6,16,-11,21,nt,13
CN1CCN(C(=O)C2=C[C@@H](C3CCCCC3)C[C@@H](OCc3ccc(CO)cc3)O2)CC1,-3,5,-12,1.9,-4,-1,2,-5,-1
Cc1ccc(CN2CCC(Oc3cccc(C(=O)NCc4cccnc4)c3)CC2)o1,-26,-4,-22,2.0,-4,7,3,-3,-1
O=c1oc2ccccc2n1Cc1ccccc1Cl,-8,5,0,-0.7,-7,-8,1,4,-7
S=C(NCc1cccc(Cl)c1)NCc1ccco1,nt,2,-1,-0.2,-3,5,1,nt,6
Cc1ccc(NC(=O)C2CCCCC2C(=O)O)cc1C (stereo not given),1,7,0,0.2,-4,0,1,-3,-9
COC(=O)c1ccccc1NC(=O)NN1CCN(C)CC1,2,4,1,0.7,-5,4,1,6,-2
CC1=NN(c2ccccc2)C(=O)/C1=C\C=C\c1ccccc1,-21,0,-10,0.4,-8,5,0,-3,-8
CCC(C)NC(=O)CN1c2cccc3cccc(c23)S1(=O)=O (stereo not given),-17,9,3,0.3,-3,-5,0,-2,-2
CCCn1c(NC(=O)c2ccco2)nc2ccccc21,-14,3,-6,1.3,-2,3,3,-1,1
# (next part)
SMILES,CHO parental Ca,M1 PAM,CHO-K1 Ca antag,CHO-K1 Ca ag,CHRM1 agonist,CHRM4 antagonist,CHRM4 agonist,OXTR potentiator,CHRM1 antagonist
Cc1ccc(-c2cc(C(=O)Nc3ccc(S(=O)(=O)Nc4onc(C)c4C)cc3)c3ccccc3n2)cc1,3,4,-24,0.0,-4,-6,-2,-14,-6
CCN1CCN(C(C)C(=O)Nc2c(C)n(C)n(-c3ccccc3)c2=O)CC1 (stereo not given),0,-4,11,-0.1,-3,1,0,-8,5
CCOC(=O)NC(=O)CSc1ccc(S(=O)(=O)N2CCCCC2)cn1,5,4,-18,-0.1,-1,-18,-1,-5,-7
COc1ccc(-c2csc3ncnc(N4CCN(c5ccccc5Cl)CC4)c23)cc1,-16,-1,-12,0.6,-2,-9,-1,-8,2
CCN(C(=O)CN1CCN(c2ccccc2)CC1)c1c(N)n(Cc2ccccc2)c(=O)[nH]c1=O,-17,6,-3,0.2,-4,-3,0,-18,-7
COc1ccc(NC(=O)/C=C/C(=O)O)cc1Cl,-7,-1,8,-0.1,-4,0,0,10,7
COc1cc(NC(=O)c2csc3c2CCCC3)ncn1,-29,-15,-3,-0.8,-7,-3,1,0,29
O=C(CNC(=O)OCc1ccccc1)Oc1cc2oc(=O)cc(-c3ccccc3)c2cc1Cl,-1,0,-2,4.3,0,2,1,-10,0
CC(=O)Nc1ccc(S(=O)(=O)Nc2nc3ccccc3nc2Nc2ccccc2)cc1,7,10,-6,2.2,-5,-2,2,-7,0
CC(Cl)C(=O)c1c[nH]c2ccccc12 (stereo not given),-5,6,-3,0.7,-4,-3,1,-9,-5
Cc1ccc(OCC(O)CN2CCN(Cc3ccc4c(c3)OCO4)CC2)c(C)c1 (stereo not given),-13,-4&5,0&-7,0.4&1.6,-5&-7,-2&-3,3&3,4,6&0
C=CCN1C(=O)C(Cc2cccc(Cl)c2)SC1=Nc1ccc(C(=O)O)cc1 (stereo not given),9,7,-3,0.9,-4,9,4,-6,-1
COc1ccc(-c2oc3ncnc(N)c3c2-c2ccccc2)cc1,-33,-5,2,0.1,-3,-5,0,-10,7
CCc1cccc2c(=O)c(C(=O)N3CCCCCC3)c[nH]c12,-2,-1,5,-0.1,-1,-7,1,-1,10
CC(CCc1ccco1)NC(=O)CCc1nnc2ccc(NCc3ccccc3)nn12 (stereo not given),-11,10,-9,1.2,-5,2,2,-8,-16
CNc1nc(C)c(C(C)(C)C)s1,-6,-3,1,0.1,-4,13,0,-3,18
CCC(c1nnnn1C(C)(C)CC)N(CCCO)Cc1cc2cccc(C)c2[nH]c1=O (stereo not given),-17,-1,-18,0.6,-5,-3,1,-7,-3
CC1c2nc3ccccc3n2C(CC(=O)NCCCN2CCOCC2)C(=O)N1Cc1ccccc1 (stereo not given),-6,12,-9,0.1,-9,2,0,-4,-13
COc1ccccc1CNC(=O)Cn1cnnn1,-11,2,-8,2.2,-4,-5,2,-14,-6
CC(C)(C)C(=O)Oc1cc(N)n(S(=O)(=O)c2ccc(F)cc2)n1,-6,3,4,0.1,-3,1,1,0,1
COc1cc2c3c(c1OC)C1(C=CC(=O)C=C1)CC3N(C(C)=O)CC2 (stereo not given),0,-4,0,1.2,-6,10,-1,1,7
